Compound activity (PubChem BioAssay)
LANA DNA inh: inhibitors of KSHV LANA C-terminal domain DNA binding; MBP-C-LANA/FAM-LBS DNA binding, fluorescence polarization; inhibition, % at 9 µM; actives 0.078% (n = 340,000); AID 504423;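 active means highest replicate inhibition at or above 60% at 9 µM, even if other replicates fall short; inactive means all replicates below 60% inhibition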;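 further: 0% = neutral control wells and 100% = 4 µM acridine orange control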
Cardiac RTF inh: cardiac RTF calcium desensitization. IANBD-labeled cardiac RTF, Ca2+ fluorescence. inhibition, % at 7.15 µM. P19429+P45379. actives 0.12% (n = 340,000);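 active means inhibition above the mean inhibition of all tested compounds plus 3 SD, cut at about 17% in these data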;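 further: assay run at fixed EC70 calcium of 1.6 mM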
SR-BI DiI inh: blocks mouse SR-BI lipid uptake from DiI-HDL | Q61009 | inhibition, % at 12.5 µM | ldlA[mSR-BI] CHO cells, DiI-HDL uptake fluorescence, 3 h | actives 0.96% (n = 320,000);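 active means mean replicate inhibition of at least 70% and a set share of replicates each scoring 70 or more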;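 further: 0% = median of neutral control wells and 100% = median of positive control wells; values of inactives mirror those of a sister screen read the other way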
Arrestin-AP2 inh: human beta-arrestin and AP2 interaction inhibition; actives 0.31% (n = 340,000); inhibition, % at 10 µM; FITC-arrestin peptide / GST-AP2 beads, flow cytometry; AP2 beta2 appendage carries R879A mutation;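 active means inhibition above a set limit, near 3 SD of compounds lacking own fluorescence, cut at about 54% in these data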;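 further: plate controls were DMSO wells for no effect and 5 µM unlabelled arrestin peptide for full effect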
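System: GST-tagged AP2 beta2-adaptin appendage (R879A) on 4 µm glutathione beads / Reagent: FITC-arrestin peptide, 50 nM / Detection: HyperCyt-sampled flow cytometry, FL1 channel, ex 488/em 535 nm / Timing: 12 min plus 1 h, RT / Buffer or medium: PBS plus Tween 20 (0.05%) and BSA (0.1%)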
SR-BI uptake up: SR-BI HDL lipid transfer activation. actives 0.096% (n = 320,000). CHO ldlA[mSR-BI] cells, DiI-HDL uptake fluorescence, 3 h; 100 = double the neutral-control signal. activation, % at 12.5 µM. AID 504775;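 active means mean replicate activation of at least 60% and every replicate at or above 60%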;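 further: 0% = median plate neutral-control signal and 100% = twice that signal; values of inactives mirror those of a sister screen read the other way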
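Material: SR-BI-overexpressing, LDLR-lacking CHO cells; schedule: compound exposure 3 h, 37 °C; reagent: DiI-labelled HDL at 10 µg/mL final; technique: bottom-read fluorescence, 550/595 nm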
DAGLB inh: diacylglycerol lipase beta (human) inhibition; AID 504411; actives 0.059% (n = 340,000); Q8NCG7; inhibition, % at 5.17 µM; HEK293T DAGLB membrane lysate, EnzChek fluorogenic substrate; in the data active means inhibition above about 34%;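 further: 0% = enzyme with vehicle and 100% = wells lacking enzyme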
Keap1-Nrf2 PPI: Keap1-Nrf2 (human) interaction inhibition; AID 504523; Keap1 Kelch-Nrf2 peptide fluorescence polarization, 1536-well; Q14145; actives 0.15% (n = 340,000); inhibition, % at 9.4 µM; in the data active means inhibition above about 12%;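 further: human Keap1 Kelch domain with fluorescein labeled Nrf2 9mer peptide probe; 0% = neutral control wells and 100% = peptide positive control; higher means more block of Keap1 binding to Nrf2 peptide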
PvdQ acylase: blocks Pseudomonas aeruginosa PvdQ acylase activity; purified PvdQ acylase, fluorescence plate reader; inhibition, % at 10 µM; actives 0.063% (n = 340,000); AID 488965; in the data active means inhibition above about 30%, passing the limit was not always enough;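 further: 0% = vehicle neutral wells and 100% = reference inhibitor wells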
NSD2 HMT inh: inhibitors of human histone methyltransferase NSD2; NSD2 peptide methylation, AlphaScreen, 120 min; O96028; inhibition, % at 12.5 µM; actives 0.54% (n = 310,000); in the data active means inhibition above about 50%
Target sequence (O96028 whole entry, looked up): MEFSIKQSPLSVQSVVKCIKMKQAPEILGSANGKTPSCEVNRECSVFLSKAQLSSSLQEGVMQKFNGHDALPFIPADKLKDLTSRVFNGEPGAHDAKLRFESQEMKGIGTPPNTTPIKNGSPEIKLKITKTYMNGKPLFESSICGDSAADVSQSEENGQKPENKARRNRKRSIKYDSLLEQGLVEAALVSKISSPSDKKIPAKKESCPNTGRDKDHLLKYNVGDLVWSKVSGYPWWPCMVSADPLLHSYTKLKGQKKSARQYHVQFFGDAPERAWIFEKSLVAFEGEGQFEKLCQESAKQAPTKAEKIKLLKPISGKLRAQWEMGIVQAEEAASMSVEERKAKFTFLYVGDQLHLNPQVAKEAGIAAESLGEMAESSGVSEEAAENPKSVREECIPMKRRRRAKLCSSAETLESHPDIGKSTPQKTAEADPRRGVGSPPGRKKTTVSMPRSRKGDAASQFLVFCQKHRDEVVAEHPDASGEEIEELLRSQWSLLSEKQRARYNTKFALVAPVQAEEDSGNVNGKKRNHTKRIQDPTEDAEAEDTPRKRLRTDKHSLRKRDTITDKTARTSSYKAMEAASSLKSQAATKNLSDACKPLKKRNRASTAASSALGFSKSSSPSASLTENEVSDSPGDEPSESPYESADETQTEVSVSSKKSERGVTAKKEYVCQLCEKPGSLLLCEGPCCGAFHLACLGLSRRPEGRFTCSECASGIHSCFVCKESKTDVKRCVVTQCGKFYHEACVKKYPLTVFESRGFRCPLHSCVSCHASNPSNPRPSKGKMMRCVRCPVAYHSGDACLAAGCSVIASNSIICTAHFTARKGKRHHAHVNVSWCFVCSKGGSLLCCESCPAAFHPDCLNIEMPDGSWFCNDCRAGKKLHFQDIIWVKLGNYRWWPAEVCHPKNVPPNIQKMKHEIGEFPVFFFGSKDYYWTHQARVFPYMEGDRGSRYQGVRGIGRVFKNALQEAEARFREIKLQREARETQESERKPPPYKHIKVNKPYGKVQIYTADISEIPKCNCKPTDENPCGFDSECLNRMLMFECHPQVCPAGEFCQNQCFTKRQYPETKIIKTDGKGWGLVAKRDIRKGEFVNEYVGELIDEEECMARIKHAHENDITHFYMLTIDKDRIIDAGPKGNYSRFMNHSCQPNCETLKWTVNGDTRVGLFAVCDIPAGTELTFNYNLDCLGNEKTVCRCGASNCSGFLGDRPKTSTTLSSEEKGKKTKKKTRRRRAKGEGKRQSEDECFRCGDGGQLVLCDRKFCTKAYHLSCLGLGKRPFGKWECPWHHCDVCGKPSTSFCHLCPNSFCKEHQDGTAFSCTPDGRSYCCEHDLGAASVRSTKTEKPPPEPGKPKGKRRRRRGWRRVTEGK
PKA-R2B act: PKA-R2B complex activation; PKA-R2B holoenzyme dissociation, Cy5-IP20 fluorescence polarization; R2B truncated from residue 108, S112A mutant; 0% DMSO only, 100% 113 µM cGMP; P22694+P31323; activation, % at 11.4 µM; actives 0.079% (n = 340,000); AID 504700;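 active means activation above a cutoff set at the mean over all compounds plus 3 SD, cut at about 18% in these data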;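 further: higher means more holoenzyme dissociation and a rise in polarization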
Numbers without * were called inactive; x = not tested or not shown.

molecule	LANA DNA inh	Cardiac RTF inh	SR-BI DiI inh	Arrestin-AP2 inh	SR-BI uptake up	DAGLB inh	Keap1-Nrf2 PPI	PvdQ acylase	NSD2 HMT inh	PKA-R2B act
CCCCc1ccc(C(=O)NC(C(=O)O)C(C)C)cc1 (centres undefined)	0.6	0	-25	-4	25	-1	-1	-12	2	-1
CCNC(=O)NC(=O)C(C)Oc1ccc(Br)cc1Br (centres undefined)	3.2	6	-4	3	4	0	-1	-10	0	-2
COc1ccc(/C=N/Nc2ncc(C(F)(F)F)cc2Cl)c(OC)c1OC	1.1	2	4	7	-4	-1	6	-3	-2	3
CCOc1ccccc1NC(=O)C(=O)N/N=C/c1ccc([N+](=O)[O-])cc1	1.9	4	10	4	-10	1	-2	-5	-6	0
O=C(CSc1ncnc2c1nnn2Cc1ccc(F)cc1)NC1CCCCC1	1.0	-12	-1	32	1	-3	0	0	x	0
CC(C)CCN1NC2(CCC(C)CC2)NC1=S (centres undefined)	-25	-11	22	6	-22	2	-2	-7	x	-10
COC(=O)C1CC(O)CN1C(=O)Nc1ccccc1 (centres undefined)	-1.0	-9	-13	2	13	0	-7	-22	-2	3
CC(C)CCNC(=O)C1CCN(Cc2cccc(OCc3ccccc3)c2)CC1	0.7	-5	22	-2	-22	-1	-3	-8	1	-11
COc1ccc(NC(=O)CSc2nnc(CN3CCOCC3)n2C)cc1Cl	-1.1	3	-26	-7	26	1	-4	-5	0	-16
C=CCNC(=O)COC(=O)c1ccc(C)c(NC(=O)c2ccco2)c1	-1.1	1	1	-24	-1	2	-4	-7	1	-3
O=C(NC1CCCC1)c1ccc(COCC(F)(F)C(F)F)o1	-1.0	-2	-19	-5	19	0	-5	-3	-4	6
Cc1ccccc1N(CC(=O)NC1CCCCC1)C(=O)CCC(=O)Nc1nccs1	0.2	7	x	26	x	1	-2	-6	0	-1
O=C(CSc1nccc(=O)[nH]1)NC1CCCCCCC1	-1.3	-11	12	6	-12	0	3	-6	-2	-2
COC(=O)c1ccc(NC(=O)Cn2nc(-c3ccncc3)nc2SCC(=O)Nc2nccs2)cc1	1.6	-1	18	-3	-18	2	-8	-5	x	-13
Cn1c(=O)c2c(nc(N3CCCCCC3)n2CC(O)COc2ccc(Cl)cc2)n(C)c1=O (centres undefined)	3.9	-12	36	10	-36	1	-2	-19	-1	11
COc1ccc(S(=O)(=O)N(C)c2ccc(OCC(=O)Nc3cc(C)on3)cc2)cc1	-0.7	-11	43	-7	-43	-1	0	0	1	4
CC1(C)N=C(N)N=C(N)N1c1ccc(Oc2ccc(Cl)cc2)c(Cl)c1	0.1	-4	-3	11	3	0	-8	-14	6	0
COc1ccc(NC(=O)c2sc3nc(C)cc(C)c3c2N)cc1	-0.6	0	3	8	-3	1	-5	-3	-1	4
Cc1cc(C)c(S(=O)(=O)N2CCCCC2CCNC(=O)C(=O)NCC2CCCO2)c(C)c1 (centres undefined)	x	-10	17	25	-17	4	x	-6	1	-8
Cc1cc(Cl)c2c(c1)[C@]1(C(=O)N2)[C@@H]2C(=O)N(Cc3ccccc3)C(=O)[C@@H]2[C@@H]2CCCN21	2.9	-4	-7	-8	7	2	-6	-9	1	2

Three entries out of the list, arranged by molecular weight, falling.
molecule	LANA DNA inh	Cardiac RTF inh	SR-BI DiI inh	Arrestin-AP2 inh	SR-BI uptake up	DAGLB inh	Keap1-Nrf2 PPI	PvdQ acylase	NSD2 HMT inh	PKA-R2B act
Cc1ccccc1N(CC(=O)NC1CCCCC1)C(=O)CCC(=O)Nc1nccs1	0.2	7	x	26	x	1	-2	-6	0	-1
COc1ccc(/C=N/Nc2ncc(C(F)(F)F)cc2Cl)c(OC)c1OC	1.1	2	4	7	-4	-1	6	-3	-2	3
COc1ccc(NC(=O)c2sc3nc(C)cc(C)c3c2N)cc1	-0.6	0	3	8	-3	1	-5	-3	-1	4

(cont.)
molecule	LANA DNA inh	Cardiac RTF inh	SR-BI DiI inh	Arrestin-AP2 inh	SR-BI uptake up	DAGLB inh	Keap1-Nrf2 PPI	PvdQ acylase	NSD2 HMT inh	PKA-R2B act
CCCCOc1ccc(C(=O)NCCC(=O)NCCCC(=O)OCC)cc1	0.7	-7	1	1	-1	-3	-1	15	0	6
CC(=O)c1ccc(N2CCN(C(=O)CCS(=O)(=O)c3ccc4c(c3)CCN4C(C)=O)CC2)cc1	-1.0	-6	-2	4	2	-1	2	-11	-3	-9
CC(=O)c1cc(-c2ccccc2)n(CC(=O)NC(C)(C)C)c1C	1.1	1	-26	2	26	-1	1	-4	0	8
CC(=O)Nc1ccc(S(=O)(=O)N(C)CC(=O)OCC(=O)Nc2ccc3c(c2)OCO3)cc1	0.4	-3	x	9	x	3	-3	-5	-1	0
Cn1c(SCC(=O)Nc2nccs2)nnc1-c1ccc(S(=O)(=O)N2CCCC2)cc1	-0.8	-4	32	1	-32	0	-2	-18	1	0
COc1cc(/C=C/C(=O)OCC(=O)NC(=O)NC(C)(C)C)ccc1OCC#N	2.0	8	56	4	-56	0	-5	10	-1	0
COc1ccccc1NC(=O)NNC(=O)COc1ccc2ccccc2c1	-1.0	2	-14	0	14	0	-2	-3	11	1
Cc1onc(-c2c(F)cccc2Cl)c1C(=O)OCn1nnc2ccccc2c1=O	1.4	1	13	-2	-13	-3	-5	-12	-2	-12
O=C(CN1C(=O)S/C(=C\c2cc(Cl)c(O)c(Cl)c2)C1=O)Nc1ccccc1	-3.8	-12	-2	-12	2	5	-9	-9	4	1
Cn1c(=O)n(CCc2ccccc2)c2ccccc21	3.1	-2	8	4	-8	0	-2	-11	-5	0
N=c1c(C(=O)NC2CCCCC2)cc2c(=O)n3ccccc3nc2n1CCc1ccccc1	0.1	-11	2	20	-2	-4	1	2	-6	-7
CC(NC(=O)Nc1ccc(Cl)c(Cl)c1)C(c1ccccc1)N1CCOCC1 (centres undefined)	-1.9	-7	60	-1	-60	-1	-1	11	-4	0
CN(c1ccc(-c2csc(NC(=O)C3CC(=O)N(Cc4ccco4)C3)n2)cc1)S(C)(=O)=O (centres undefined)	-0.1	-1	30	11	-30	0	-1	-4	0	12
COc1ccc(CCN(C)C(=O)COc2ccc(C(=O)c3ccccc3)cc2)cc1OC	0.4	3	60	6	-60	2	0	-4	1	-12
COCc1[nH][nH]c(=O)c1C=Nc1ccc(Cl)cc1	-0.1	-4	-13	9	13	2	-1	3	7	-3
COc1ccccc1N1CCN(c2nc(C)cc(C)c2C#N)CC1	-0.3	2	32	-5	-32	-5	1	-10	-5	4
Nc1n[nH]c(C2CCCCC2)n1	-0.7	-3	-7	4	7	-2	-6	-16	-1	0
CC1CCc2nc(NC(=O)CN3CCOCC3)sc2C1 (centres undefined)	1.0	-7	-20	2	20	0	-3	-10	17	-7
Cc1ccccc1C1CC(c2ccccc2)Nc2ncnn21 (centres undefined)	-1.9	-9	-6	24	6	-1	1	3	x	1
CC(=O)c1sc(N/N=C2\CC3CCC2(C)C3(C)C)nc1C (centres undefined)	-1.6	0	9	-2	-9	-2	2	-2	9	-14
CCOCCCNC(=S)Nc1ccc(S(N)(=O)=O)cc1	-0.1	4	-27	-11	27	-3	-3	-3	-2	-5
S=C(NCCc1ccncc1)Nc1ccccc1	1.1	-2	46	-8	-46	-1	-5	-12	x	0
CS(=O)(=O)Oc1ccc2c(c1)O/C(=C\C=C\c1ccccc1)C2=O	-0.4	-12	6	1	11	0	-1	-9	20	-5
Cc1cccc2c3nc4ccccc4nc3n(CCCN3C(=O)c4ccccc4C3=O)c12	-0.1	-11	17	15	-17	-4	-2	-27	-3	-6
CN(C)/C=C/C(=O)c1ccc(S(=O)(=O)c2ccccc2)cc1	-0.1	-5	-17	2	17	3	-2	10	-3	-2
O=C(Nc1cccnc1)c1cn(-c2ccccc2)nc1-c1cccs1	-1.3	1	55	0	-55	-4	-9	-4	-1	-3
Cc1sc2nc(SCC(=O)O)[nH]c(=O)c2c1C	0.0	0	-9	1	9	4	0	-7	0	-4
COc1ccc(Cl)cc1NC(=O)CN1CCC(n2nnc3ccccc32)CC1	-0.8	-9	37	3	-37	-5	0	-15	-5	10
O=S(=O)(NCc1ccc2c(c1)OCO2)c1ccccc1F	1.0	2	-34	3	34	-1	5	-5	2	-13
Cc1cccn2c(=O)c3cc(C(=O)NCCCOC(C)C)sc3nc12	-0.3	4	15	30	-15	-2	0	1	-2	-13
CCc1ccccc1OCC(=O)OCC(=O)Nc1cc(C)on1	0.4	-2	9	3	-9	-2	-3	7	-3	-2
COc1ccc(CCN(C)C(=O)CN2C(=O)c3ccccc3S2(=O)=O)cc1OC	2.2	-15	-10	-7	10	-1	3	-9	1	5
O=C(CNC(=O)c1ccc(S(=O)(=O)N2CCCC2)cc1)N/N=C/c1ccco1	-0.2	2	30	2	-30	-4	3	6	0	11
CCOC(=O)CN(C(=O)COc1nc(-c2ccccc2)cc(C)c1C#N)c1cccc(OC)c1	-0.4	-7	14	-9	-14	-9	-6	-20	16	4
CCOC(=O)CNc1c(N2CCN(c3ccccn3)CC2)c(=O)c1=O	0.0	-2	12	-4	-12	-4	-1	-9	x	-2
CC(C)Cc1nnc(NC(=O)c2ccc(S(=O)(=O)N3CCCC3)cc2)s1	0.1	-5	-10	-5	10	-1	-5	-13	1	4
O=C(C1c2ccccc2Oc2ccccc21)N1CCN(c2ccc(Cl)cc2)CC1	-2.2	-7	22	-4	-22	-12	-1	-10	-1	-15
CN1CCN(NC(=O)c2ccc(Br)c(S(=O)(=O)N3CCOCC3)c2)CC1	-0.4	-8	x	-6	x	1	-3	-12	0	-7
COc1ccc(-c2nnn(Cc3ccccc3)n2)cc1OC	0.5	-2	4	-14	-4	-7	2	-7	-2	-15
CCc1cc2c(=O)c(-c3cscn3)coc2c(CN(C)C)c1O	-0.7	-10	7	8	-7	2	1	2	x	0
C=CC(=O)N1CCCC(Nc2nc(Nc3ccc(N(C)C(=O)CC)cc3C)nc3nc[nH]c23)C1 (centres undefined)	1.8	-16	4	4	-4	3	-8	-16	x	-1
Nc1nc(Oc2ccc(F)cc2)c(Br)c(=O)[nH]1	-1.0	-8	-21	-1	21	-3	5	1	0	3
O=C(CCCn1c(=S)[nH]c2cc3c(cc2c1=O)OCO3)N1CCN(c2ccccn2)CC1	0.9	-10	11	-28	-11	0	-1	-14	0	4
O=C(O)CSCC(=O)NCc1csc2ccc(Cl)cc12	1.7	x	-23	4	23	x	-2	-1	-2	x
CCOc1ccc2nc(SCC(=O)c3ccc(C)s3)sc2c1	-0.2	-4	x	8	x	-21	-2	-14	-5	6

Not a hit list. Share with any hit: about 2.1%.
